Assay outcomes from PubChem BioAssay.
PLK1 PBD block: qHTS for Inhibitors of PLK1-PDB (polo-like kinase 1 - polo-box domain): Primary Screen; Serine/threonine-protein kinase PLK1 (Homo sapiens), P53350; Plk1 PBD binding of FITC phosphopeptide, fluorescence polarization; Potency, µM, for inactives: max response, negative = inhibition, usual class: inhibitors; actives 2.8% (n = 360,000); AID 720504, 2013; note: potency is the fitted concentration of half-maximal effect; series mostly up to about 57 µM; % is set by controls: 0 for no effect and ±100 for the full control effect; nearly all actives have a fitted effect of over 65% in size
MmCpn inh: Inhibitors of TCP-1 ring complex (TRiC) of Methanococcus maripaludis (MmCpn): qHTS; Chaperonin Mm-Cpn (Methanococcus maripaludis); purified Mm-Cpn ATPase, ADP Transcreener TR-FRET; Potency, µM (titrated, usually from 76.9 µM), inactives show top-dose activity, negative = inhibition, most hits filed as inhibitors; actives 0.031% (n = 330,000); note: potency is the fitted concentration of half-maximal effect; % is set by controls: 0 for no effect and ±100 for the full control effect; nearly all actives have a fitted effect of over 80% in size
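Compound-treated chaperonin, 25 nM final, turns over 10 uM ATP at 37°C for 30 min following a 10 min preincubation; ADP generated competes with ADP-d2 for Eu-cryptate antibody, lowering FRET.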
EPAC1 ag: qHTS for Agonist of cAMP-regulated guanine nucleotide exchange factor 3 (EPAC1): primary screen | Rap guanine nucleotide exchange factor 3 (Homo sapiens), O95398 | EPAC1 agonist qHTS, biochemical assay; response scale: 100% = response to 6.5 mM cAMP | Potency, µM (highest dose often 154 µM), for the others: at the highest dose activation, actives largely listed as activators | actives 0.073% (n = 360,000); note: potency is the fitted concentration of half-maximal effect; nearly all actives have a fitted effect of over 60% in size
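Normalized to 6.5 mM cAMP, activity reflects EPAC1-catalysed release of BODIPY-GDP from Rap1B, followed kinetically over 30 min at 480 nm excitation, 540 nm emission. Reaction contained 100 nM EPAC1, 250 nM Rap1B-BODIPY-GDP, 50 uM GDP.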
EPAC1 antagonist: qHTS for Antagonist of cAMP-regulated guanine nucleotide exchange factor 3 (EPAC1): primary screen; Rap guanine nucleotide exchange factor 3 (Homo sapiens), O95398; EPAC1 GEF assay, Rap1b-BODIPY-GDP exchange fluorescence; Potency, µM (doses to about 115 µM), for inactives: top-dose activity change, negative = inhibition, actives largely listed as inhibitors; actives 0.14% (n = 360,000); AID 720709, 2013;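 note: potency is the fitted concentration of half-maximal effect; plate controls were vehicle for no effect and positive control for full effect; nearly all actives have a fitted effect of over 50% in size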
PI5P4Ka inh: qHTS for Inhibitors of phosphatidylinositol 5-phosphate 4-kinase (PI5P4K); Phosphatidylinositol 5-phosphate 4-kinase type-2 alpha (Homo sapiens), P48426; PI5P4Kalpha enzyme, ADP-Glo luminescence, 60 min; hits give low values; max response, %; actives 1.2% (n = 330,000); AID 652105, 2013; active = max response of -50% or lower; inconclusive = between -30% and -50%; inactive = -30% or higher; note: value at the top dose of about 77 µM; % is set by controls: 0 for no effect and ±100 for the full control effect
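Controls without substrate or without enzyme flank wells where PI5P4Kalpha converts substrate using 5 microM ATP (final). Incubation lasts 60 minutes at room temperature; ADP formed is read by ADP-Glo luminescence.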
CCT chaperon mod: High-Throughput Screening for Modulators of Cytosolic Chaperonin Activity; purified chaperonin ATPase assay, HTRF ADP detection, 30 min; actives 0.3% (n = 360,000); activity change, % (test concentration not listed), hits read low; in the data active = activity change below about -30%; note: % is set by controls: 0 for no effect and ±100 for the full control effect
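TRiC (40 or 20 nM final, by batch activity) in 30 mM Tris pH 7.4, 100 mM KCl, 5 mM MgCl2, 1 mM DTT was treated with compound at 76 uM single dose, then 10 uM ATP, 30 min at 37 °C. ADP was read by HTRF Transcreener.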
EPAC2 antag: qHTS for Antagonist of cAMP-regulated guanine nucleotide exchange factor 2 (EPAC2): primary screen. Potency, µM (top dose mostly 114 µM), inactives show top-dose activity, negative = inhibition, most hits filed as inhibitors. AID 720708, 2013. actives 0.18% (n = 360,000). EPAC2 GEF exchange of Rap1B-BODIPY-GDP, fluorescence; note: potency is the fitted concentration of half-maximal effect; % is set by controls: 0 for no effect and ±100 for the full control effect; nearly all actives have a fitted effect of over 45% in size; many of its hits are not listed in these tables
WRN helicase inh: qHTS for Inhibitors of WRN Helicase; Bifunctional 3'-5' exonuclease/ATP-dependent helicase WRN (Homo sapiens), Q14191; WRN helicase unwinding, fluorescent forked duplex, kinetic; Potency, µM (doses to about 114 µM), for the others: top-dose activity change, negative = inhibition, hits mostly inhibitors; actives 0.46% (n = 360,000); note: potency is the fitted concentration of half-maximal effect; % is set by controls: 0 for no effect and ±100 for the full control effect; nearly all actives have a fitted effect of over 55% in size
Target sequence (Q14191 whole entry, looked up): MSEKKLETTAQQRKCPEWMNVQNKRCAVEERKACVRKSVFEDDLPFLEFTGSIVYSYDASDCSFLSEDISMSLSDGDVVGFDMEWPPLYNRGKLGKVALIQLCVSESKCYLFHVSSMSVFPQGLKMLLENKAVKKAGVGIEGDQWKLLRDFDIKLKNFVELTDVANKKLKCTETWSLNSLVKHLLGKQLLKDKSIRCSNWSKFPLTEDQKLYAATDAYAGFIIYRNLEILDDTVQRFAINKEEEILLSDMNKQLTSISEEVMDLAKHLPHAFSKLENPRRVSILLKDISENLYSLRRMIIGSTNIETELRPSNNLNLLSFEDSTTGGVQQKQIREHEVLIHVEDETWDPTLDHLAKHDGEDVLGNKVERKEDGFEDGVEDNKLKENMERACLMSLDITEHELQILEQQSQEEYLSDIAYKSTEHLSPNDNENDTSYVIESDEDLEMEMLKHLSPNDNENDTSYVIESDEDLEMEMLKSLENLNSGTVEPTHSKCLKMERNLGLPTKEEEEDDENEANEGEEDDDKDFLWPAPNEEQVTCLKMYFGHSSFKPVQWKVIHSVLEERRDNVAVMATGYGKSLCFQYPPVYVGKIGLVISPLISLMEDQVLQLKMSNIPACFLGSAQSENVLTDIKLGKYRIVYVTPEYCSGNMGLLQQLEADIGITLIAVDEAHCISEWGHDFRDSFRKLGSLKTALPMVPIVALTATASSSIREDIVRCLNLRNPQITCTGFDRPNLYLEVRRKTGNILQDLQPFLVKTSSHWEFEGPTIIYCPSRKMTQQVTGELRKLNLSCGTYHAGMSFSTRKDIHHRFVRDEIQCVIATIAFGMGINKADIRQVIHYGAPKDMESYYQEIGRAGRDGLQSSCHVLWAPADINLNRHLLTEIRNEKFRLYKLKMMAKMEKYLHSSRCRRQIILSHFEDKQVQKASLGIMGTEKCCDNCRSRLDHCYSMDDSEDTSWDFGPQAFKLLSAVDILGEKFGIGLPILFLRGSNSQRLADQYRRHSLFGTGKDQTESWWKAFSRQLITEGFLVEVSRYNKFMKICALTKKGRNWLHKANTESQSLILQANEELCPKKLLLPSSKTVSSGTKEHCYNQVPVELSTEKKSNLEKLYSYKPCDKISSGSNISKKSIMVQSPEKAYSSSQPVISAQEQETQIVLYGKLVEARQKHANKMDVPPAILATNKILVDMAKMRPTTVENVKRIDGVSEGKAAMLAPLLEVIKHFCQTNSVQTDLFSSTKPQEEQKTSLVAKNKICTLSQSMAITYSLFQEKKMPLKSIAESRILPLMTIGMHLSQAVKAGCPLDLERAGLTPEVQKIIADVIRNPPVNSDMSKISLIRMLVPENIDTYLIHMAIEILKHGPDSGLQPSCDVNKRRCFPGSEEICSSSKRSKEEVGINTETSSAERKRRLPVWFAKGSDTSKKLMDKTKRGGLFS
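Kinetic red-fluorescence monitoring (525/598 nm) tracks WRN helicase activity after 100 nM fluorophore-quencher forked duplex and 2 mM ATP are added to 20 nM enzyme pretreated 15 min at room temperature with compound.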
An asterisk follows results filed as active; ? = inconclusive; . = no result given; [ ] = dose if it differs, or a comment. Unless noted, calls come from the whole dose curve; as a rule, active = well fitted curve in the direction sought with a large enough effect; inconclusive = small, poorly fitted or top-dose-only effect, or another doubt; inactive = no such curve, though single readings can be large; an effect the other way counts as inactive or inconclusive. This is a subset. The share of hits here may be higher or lower than overall.

SMILES	PLK1 PBD block	MmCpn inh	EPAC1 ag	EPAC1 antagonist	PI5P4Ka inh	CCT chaperon mod	EPAC2 antag	WRN helicase inh
C[C@@H]1CN([C@H](C)CO)C(=O)Cc2cc(NS(=O)(=O)c3ccc(F)cc3)ccc2O[C@H]1CN(C)Cc1ccc(C(=O)O)cc1	-15%	2%	-1%	-19%	-1	0.9	-1%	11%
CCN(CC)S(=O)(=O)c1ccc(C)c(NC(=O)CSc2nnnn2C)c1	-4%	-5%	12%	14%	3	0.3	-2%	6%
CNc1nc(NC)c2cn[nH]c2n1	1%	.	0%	-10%	2	1.0	1%	-2%
CC(C)CCC(C)NC(=O)CN1C(=O)NC(C)(c2ccc3ccccc3c2)C1=O (stereo not drawn)	-7%	1%	-8%	-29%	-6	-4.2	-12%	-3%
O=C(OCc1nnc(-c2ccccc2Br)o1)c1ccco1	3%	-1%	-7%	-12%	?	-3.9	9%	-9%
COc1ccc(-c2csc3ncnc(N4CCN(c5ccccc5)CC4)c23)cc1	-9%	-1%	7%	-9%	1	-2.0	-4%	-26%
CCOC(=O)c1cc2c(ccn2-c2ccc(F)cc2)n1CC(=O)N(CC)CC	-11%	1%	4%	-13%	0	-1.6	-12%	1%
Cc1ccc2[nH]c(=O)c(CN(c3cccc(C)c3C)S(=O)(=O)c3ccccc3)cc2c1	-3%	1%	14%	14%	10	0.2	2%	1%
c1csc(CNCCCN2CCOCC2)c1	-4%	1%	7%	-6%	-3	-3.3	-1%	11%
NC(c1ccccc1)c1csc(NC(=O)NCC2CCCCC2)n1 (stereo not drawn)	1%	.	8%	6%	-9	1.5	13%	-9%
O=C(O)c1ccc(OCCOc2ccccc2)cc1	-14%	?	2%	2%	0	-1.9	-9%	5%
COc1ccc(-n2c(-c3cccc(OC)c3)nc(=S)c3c2CCCC3)cc1	-18%	-1%	3%	-3%	.	0.8	8%	1%
CCOC(=O)CNc1c(-c2ccc(OC)cc2)nc2ccc(Cl)cn12	-14%	-2%	15%	-12%	.	-5.9	-8%	-2%
CC(CCc1ccccc1)NC(=O)c1nnc(Cc2ccc(F)cc2)o1 (stereo not drawn)	-7%	0%	-9%	2%	1	-3.0	-11%	-6%
CC1CCN(C(=O)COC(=O)C23CC4CC(CC(O)(C4)C2)C3)CC1	-2%	1%	1%	-2%	1	0.5	-1%	1%
CC(N)c1csc(Nc2ncccn2)n1 (stereo not drawn)	-8%	.	-4%	1%	-2	-4.2	-5%	12%
C[C@H]1CN=C(Nc2ccccc2)N1CCC1CCCC1	-3%	2%	-3%	6%	-6	-1.1	8%	-1%
O=C(Cc1ccc([N+](=O)[O-])cc1)Nc1ccc(Br)cn1	2%	2%	-7%	-6%	-4	0.3	-9%	3%
CC(=O)Nc1ccc(CN(C)c2c(C)nc3ccc(C(=O)N(C)Cc4ccccc4)cn23)cc1	-6%	.	1%	3%	1	-0.6	-1%	11%[57.1 µM]
O=C1CCN(Cc2ccco2)C(=S)N1	-6%	.	10%	13%	11	-1.1	5%	0%
CCc1ccccc1-n1nnnc1-c1cnccc1C(F)(F)F	-2%	-8%	-4%	8%	0	-2.4	-5%	-4%
CCNc1nc(N)nc(Oc2ccc(C(=O)OC)cc2)n1	1%	-4%	-3%	8%	-7	-4.3	10%	3%
Cc1cc(C(=O)CSc2nc3ccccc3n2C)c(C)n1C	-6%	-3%	6%	-1%	-11	-3.1	-4%	-10%
CCCNC(=O)c1ccc(Cn2cc(-c3ccc(OC)cc3)nc2C(C)N)cc1 (stereo not drawn)	-7%	1%	-10%	1%	-1	-0.9	4%	-27%
COCCNC(=O)c1cccc(Nc2nc(-c3ccccc3)c3cc(Cl)ccc3n2)c1	-9%	-1%	10%	-18%	1	-0.7	-17%	-9%
C[C@H](c1ccccc1)N1C[C@H](COCc2ccccc2)Oc2cc(N3CCC[C@@H]3CO)ccc2S1(=O)=O	-1%	.	6%	-2%	6	1.0	-16%	-7%
COCC(=O)N(C)c1nnc(-c2cnccn2)s1	-17%	-3%	2%	-6%	-1	-2.8	-3%	3%
O=C(NN=C1CCCCCC1)c1cccnc1	6%	-1%	-6%	-1%	-1	-3.4	1%	-2%
COc1ccc(NC(=O)CSc2nnc(-c3cc(C)[nH]n3)n2N)cc1OC	-2%	-1%	0%	-4%	2	-0.5	0%	-5%
O=C(CSc1c2c(nc3ccc(Cl)cc13)CCCC2)NCCCN1CCOCC1	-9%	-10%	2%	-8%	1	-2.7	-14%	5%
COc1cccc(OCC(O)CN2C(C)CCCC2C)c1 (stereo not drawn)	-27%	-1%	-2%	?	0	-0.7	-6%	3%
COc1ccc(OCCN(C)Cc2ccccc2)cc1	-4%	0%	0%	0%	.	-1.4	2%	7%
O=C(Nc1ccc(NC(=S)NC(=O)c2ccco2)cc1)c1ccccc1	-19%	-9%	4%	31%[activator]	0	-2.1	-2%	-4%
CCC(=O)Nc1ccc(OCc2nc3ccccc3s2)cc1	17µM*	-8%	3%	1%	-30	-1.1	12%	-17%
C[C@@H]1C=C[C@](Cc2ccccc2)(C(=O)NCC2CC2)N1C(=O)c1ccccc1	2%	3%	-13%	6%	1	0.3	8%	1%
CCn1nc(C(=O)OCC(=O)N(CC(C)C)c2c(N)n(Cc3ccccc3)c(=O)[nH]c2=O)c2ccccc2c1=O	-1%	-3%	-1%	-3%	3	-0.1	-22%	-3%
S=c1[nH]cc(Oc2ccc(Cl)cc2Cl)c(=S)[nH]1	?	.	-1%	-13%	?	-0.8	?	-9%
CSCCCNC(=O)c1ccc(OC2CCN(C(=O)c3cccnc3)CC2)cc1	-1%	0%	1%	1%	10	-2.5	5%	-1%
CN(C)CCCn1c(=S)[nH]c2ccccc2c1=O	-25%	4%	4%	-20%	0	0.8	-12%	3%
COC(=O)c1ccc(SCc2cnc(Cl)s2)cc1	-11%	-3%	4%	11%	.	-10	11%	-5%

The list goes on, overlapping the part above by six compounds.
SMILES	PLK1 PBD block	MmCpn inh	EPAC1 ag	EPAC1 antagonist	PI5P4Ka inh	CCT chaperon mod	EPAC2 antag	WRN helicase inh
C[C@@H]1C=C[C@](Cc2ccccc2)(C(=O)NCC2CC2)N1C(=O)c1ccccc1	2%	3%	-13%	6%	1	0.3	8%	1%
CCn1nc(C(=O)OCC(=O)N(CC(C)C)c2c(N)n(Cc3ccccc3)c(=O)[nH]c2=O)c2ccccc2c1=O	-1%	-3%	-1%	-3%	3	-0.1	-22%	-3%
S=c1[nH]cc(Oc2ccc(Cl)cc2Cl)c(=S)[nH]1	?	.	-1%	-13%	?	-0.8	?	-9%
CSCCCNC(=O)c1ccc(OC2CCN(C(=O)c3cccnc3)CC2)cc1	-1%	0%	1%	1%	10	-2.5	5%	-1%
CN(C)CCCn1c(=S)[nH]c2ccccc2c1=O	-25%	4%	4%	-20%	0	0.8	-12%	3%
COC(=O)c1ccc(SCc2cnc(Cl)s2)cc1	-11%	-3%	4%	11%	.	-10	11%	-5%
CCN(CC)Cc1cc(O)c(CN(CC)CC)cc1O	4.2µM*	0%	13%	-12%	-11	0.4	18%	50µM*
O=C(O)CSc1ccc(NC(=O)Nc2ccccc2F)cc1	-12%	1%	-3%	2%	?	1.3	-6%	-1%
C[C@@H]1O[C@@H](O[C@H]2[C@H](Oc3cc(O)c4c(c3)O[C@H](c3ccc(O)cc3)CC4=O)O[C@H](CO)[C@@H](O)[C@@H]2O)[C@H](O)[C@H](O)[C@H]1O	-12%	-1%	-8%	3%	-7	-1.5	-2%	0%
COCCCn1c(SCC(=O)Nc2nnc(C)s2)nnc1-c1ccoc1C	-11%	-1%	2%	15%	-1	0.4	11%	11%
CCOc1cc(-c2noc(-c3cccnc3)n2)ccc1OC	-4%	1%	0%	1%	1	0.9	7%	6%
CCCn1c(N)c(N(CCOC)C(=O)CSCC(=O)Nc2cccc(C)c2)c(=O)[nH]c1=O	-6%	-1%	100µM*	-15%	3	-2.0	9%	-12%
COCCN1C=C(C(=O)OC)C(c2ccc(OC)c(OC)c2)C(C(=O)OC)=C1	-1%	-1%	-8%	-5%	.	0.1	10%	-1%
Cc1[nH]c2c(C)cccc2c1CCNS(=O)(=O)c1cccc([N+](=O)[O-])c1	3%	1%	3%	-23%	-4	1.0	-6%	5%
COC(=O)CSc1nnc(Cc2cc(=O)[nH]c(=O)[nH]2)n1-c1cccc(OC)c1	-12%	1%	15%	-14%	.	-15	6%	5%
CCOc1ccccc1-c1nc(C(N)=O)c2[nH]c(=O)n(-c3ccc(F)cc3)c2n1	-10%	0%	-5%	-1%	3	1.1	-3%	3%
CC1CC(C)(C)CC2(C1)NC(=O)N(CC(=O)Nc1cc([N+](=O)[O-])ccc1F)C2=O (stereo not drawn)	-19%	1%	-4%	-22%	-9	-3.6	29%	4%
CN(Cc1ccccc1O)CC1CCCN(CCc2ccc(Cl)cc2)C1 (stereo not drawn)	-8%	1%	-6%	-12%	11	-2.0	6%	0%
N#C/C(=C(/O)c1ccc(Br)s1)c1nc2ccccc2[nH]1	-3%	-24%	-6%	7%	0	-1.8	3%	-9%
